Screening results: PubChem BioAssay, Broad Institute
Pf Dd2 growth: blocks growth of Plasmodium falciparum Dd2 parasites; P. falciparum Dd2 growth, SYBR Green, 72 h; hits give low values; activity change, % at 10 µM; 94,000 tested, 2.3% active; AID 1159554; in the data active = activity change below about -80%
GASC1 inh: inhibitors of human demethylase GASC-1 KDM4C. 96,000 tested, 0.15% active. Q9H3R0. inhibition, % at 12.5 µM. GST-KDM4C 2-372, H3K9me3 peptide, LANCE TR-FRET;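 active = mean replicate inhibition above about 25%, with at least 55% of replicates also reaching it, limit read from the data, passing the limit was not always enough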
Target sequence (Q9H3R0 2-372 limits assumed): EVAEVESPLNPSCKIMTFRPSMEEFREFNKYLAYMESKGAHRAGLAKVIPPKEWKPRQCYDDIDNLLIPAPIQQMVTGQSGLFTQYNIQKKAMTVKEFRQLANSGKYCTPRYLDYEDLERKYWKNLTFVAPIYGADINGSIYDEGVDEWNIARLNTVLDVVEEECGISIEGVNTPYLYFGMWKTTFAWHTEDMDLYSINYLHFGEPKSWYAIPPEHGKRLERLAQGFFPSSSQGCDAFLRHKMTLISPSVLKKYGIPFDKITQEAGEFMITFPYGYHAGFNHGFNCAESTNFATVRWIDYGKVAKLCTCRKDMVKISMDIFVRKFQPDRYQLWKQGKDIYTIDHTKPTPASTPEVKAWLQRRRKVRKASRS
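Test system – GST-tagged GASC-1 (JMJD2C) catalytic fragment, aa 2-372 · Medium – HEPES buffer, pH 7.5, plus ascorbate · Reagent – H3K9me3 peptide with Fe(II)/2OG · Compound – one test concentration per compound · Timing – 30 min reaction, 60 min detection, RT · Technique – TR-FRET with Eu antibody and ULight streptavidin, EDTA stop · Read-out basis – inhibition from TR-FRET ratio decrease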
Tcruzi prolif: T. cruzi proliferation inhibition; inhibition, % at 8.34 µM; AID 624255; 77,000 tested, 5.9% active; T. cruzi beta-gal in NIH3T3, GalScreen luminescence, 90 h;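 active = mean inhibition above about 93%, with at least 55% of replicates each passing it, limit read from the data, passing the limit was not always enough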
C diff growth: C. difficile growth inhibition; Clostridium difficile clinical isolate growth, OD600, 24 h; hits give low values; growth activity, negative = inhibition, % at 16 µg/mL (by protocol); 86,000 tested, 0.25% active; AID 1259249;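 active = mean growth activity at or below -80% and every replicate also at or below -80%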;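 also: 0% = DMSO wells and -100% = levofloxacin 16 µg/mL wells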
Active calls of the source: *; · = no result given; & = joins results of further samples.

Results follow in this order: Pf Dd2 growth, GASC1 inh, Tcruzi prolif, C diff growth
COc1ccc(-c2ccc([C@H]3[C@@H](C#N)N(C(=O)C4CCC4)[C@H]3CO)cc2)cc1
    -47, 0.6, 61, 5
O=C(c1ccc(F)cc1)N1CCCCN2[C@H](CO)[C@H](c3ccc(-c4ccccc4)cc3)[C@H]2C1
    -23, -0.6, 65, 36
N#C[C@H]1[C@@H](c2ccc(C#Cc3cccc(F)c3)cc2)[C@H](CO)N1C(=O)C1CC1
    -22, -2.1, 98*, -4
N#C[C@H]1[C@@H](c2ccccc2-c2ccc(F)cc2)[C@H](CO)N1C(=O)Cc1ccccc1
    -1, 0.1, ·, 87
O=C(Nc1cc(F)ccc1F)N[C@H]1CC[C@@H](CCn2cc(C3CC3)nn2)O[C@H]1CO
    14, 2.3, 3, ·
CC(=O)N[C@@H]1C=C[C@H](CC(=O)NCC2CCCCC2)O[C@@H]1CO
    7, 0.4, 37, -6
O=C(C[C@@H]1CC[C@@H]2[C@H](COC[C@H](O)CN2C(=O)c2ccc(F)cc2)O1)NCc1cccc(F)c1
    4, 0.9, 2, -2
CO[C@H]1CN(C)C(=O)c2cc(NC(=O)NC(C)C)ccc2OC[C@@H](C)N(C(=O)C2CCC2)C[C@@H]1C
    -9, -2.3, 17, ·
COc1ccc(-c2ccc3c(c2)O[C@@H](CN(C)Cc2cccnc2)[C@H](C)CN([C@@H](C)CO)S3(=O)=O)cc1
    -78, -1.9, ·, -10
CCCNC(=O)N1CC2(CN(S(=O)(=O)c3ccc(OC)cc3)C2)c2c(n(C)c3cc(OC)ccc23)[C@H]1CO
    -24, 0.7, ·, -12
CO[C@@H]1CN(C)C(=O)c2cc(NC(=O)c3cnccn3)ccc2OC[C@H](C)N(CC2CC2)C[C@H]1C
    16, -0.5, ·, 3
C[C@H]1CN([C@@H](C)CO)C(=O)c2cccc(NC(=O)Nc3ccc(F)cc3)c2O[C@H]1CN(C)Cc1ccc(Oc2ccccc2)cc1
    13, -2.2, 25, ·
C[C@H]1CCCCO[C@H](CN(C)C(=O)Nc2cccc3ccccc23)[C@@H](C)CN([C@@H](C)CO)C(=O)c2cc(NC(=O)Cc3ccccc3)ccc2O1
    -84*, -3.1, 97*, -12
O=C(C[C@H]1C[C@H]2c3cc(NC(=O)c4ccc5c(c4)OCO5)ccc3O[C@H]2[C@@H](CO)O1)NCc1cc(F)ccc1F
    31, -0.4, 50, ·
Cc1noc(C)c1S(=O)(=O)N(C)C[C@@H]1Oc2ccc(NS(=O)(=O)c3cn(C)cn3)cc2CC(=O)N([C@@H](C)CO)C[C@@H]1C
    -1, 0.6, 16, -4
COCC(=O)N(C)C[C@@H]1Oc2cc(C#CC3CC3)ccc2S(=O)(=O)N([C@@H](C)CO)C[C@@H]1C
    10, -0.2, -50, 2
C[C@H]1CCCCO[C@@H](CN(C)C)[C@@H](C)CN([C@@H](C)CO)C(=O)c2cc(NS(=O)(=O)c3ccc(Cl)cc3)ccc2O1
    -27, 0.1, 40, 0
CCC(=O)N1[C@@H](CO)[C@@H](c2ccccc2)[C@@H]1CN(CC)C(=O)c1ccccc1
    -2, -1.8, -27, 7
COc1cccc(CNC(=O)c2cc3c(c(-c4cccc(-c5ccncc5)c4)n2)[C@H](CCO)N([S@@](=O)C(C)(C)C)C3)c1
    -78, -1.9, 100*, ·
C[C@@H]1CN([C@H](C)CO)C(=O)c2cc(C#CCC3CCCC3)cnc2O[C@H]1CN(C)C(=O)CN(C)C
    -75, 1.9, ·, -2
C[C@H](O)C#Cc1cnc2c(c1)C(=O)N([C@@H](C)CO)C[C@@H](C)[C@H](CN(C)C(=O)Cc1ccncc1)O2
    22, 0.7, ·, 0
Cc1ccc(-c2ccc([C@H]3[C@@H](CO)N4CCCCN(C(=O)Nc5ccccc5)C[C@@H]34)cc2)cc1
    29, -1.9, 118*, -2
CCC(=O)Nc1ccc2c(c1)C(=O)N(C)[C@@H]1CC[C@@H](CC(=O)NCCN3CCCCC3)O[C@@H]1CO2
    -7, -1.3, -4, -1
C[C@@H]1CCCCO[C@@H](CN(C)C(=O)Nc2ccc3c(c2)OCO3)[C@@H](C)CN([C@@H](C)CO)C(=O)c2cc(NC(=O)CCCN(C)C)ccc2O1
    -3, 1.3, ·, -2
C[C@@H]1CCCCO[C@@H](CN(C)Cc2ccc(C(=O)Nc3ccccc3N)cc2)[C@@H](C)CN([C@H](C)CO)C(=O)c2cc(NS(C)(=O)=O)ccc2O1
    -71, -1.0, ·, 1
COc1ccc(S(=O)(=O)Nc2cccc3c2O[C@@H](CN(C)C(=O)NC(C)C)[C@@H](C)CN([C@H](C)CO)C3=O)cc1
    8, 0.1, -7, -1
C[C@H]1CN([C@@H](C)CO)C(=O)c2cc(NC(=O)Cn3cnnn3)ccc2O[C@@H]1CN(C)CC1CCCCC1
    13, -0.3, 7, 3
COc1ccc(-c2ccc([C@H]3[C@H](CO)N4C(=O)CN(C(=O)NC(C)C)C[C@@H]34)cc2)cc1
    -58, -0.9, ·, 0
COc1ccc2c3c([nH]c2c1)[C@H](CO)N(C(=O)C1CCC1)CC31CCN(C(=O)NC(C)C)CC1
    -16, 1.9, ·, -2
CC1C=NC(S(=O)(=O)N2CC[C@@H]3[C@H](CO)N(C)c4ccc(-c5ccccc5)cc4[C@@H]32)=N1 (stereo partly drawn)
    -59, -0.5, 83, -8
C[C@@H]1CN([C@H](C)CO)C(=O)c2cc(NC(=O)Nc3cccc4ccccc34)ccc2O[C@@H]1CN(C)C(=O)Nc1ccc(C(F)(F)F)cc1
    -15, -1.6, 1, -6
COc1ccc(S(=O)(=O)Nc2ccc3c(c2)[C@@H]2C[C@@H](CC(=O)NCC4CC4)O[C@@H](CO)[C@@H]2O3)cc1
    -4, 0.1, 6, ·
C[C@@H]1CN([C@@H](C)CO)C(=O)c2cc(N(C)C)ccc2O[C@@H](C)CCCCO[C@H]1CN(C)C(=O)Nc1cccc2ccccc12
    -40, -2.0, 54, -3
CN1c2ccc(C3=CCCCC3)cc2[C@@H]2[C@@H](CCN2C(=O)Nc2ccc(F)cc2)[C@@H]1CO
    -27, -0.5, 42, -28
COc1ccc(NC(=O)N(C)C[C@@H]2Oc3ncc(-c4cccc(C(F)(F)F)c4)cc3C(=O)N([C@H](C)CO)C[C@@H]2C)cc1
    -40, -0.2, 103*, 7
CO[C@@H]1CN(C)C(=O)c2cc(NS(=O)(=O)c3c(C)noc3C)ccc2OC[C@@H](C)NC[C@@H]1C
    8, 0.1, 10, ·
CCCC#Cc1cnc2c(c1)C(=O)N([C@@H](C)CO)C[C@H](C)[C@H](CN(C)C(=O)Nc1cc(F)ccc1F)O2
    -40, -2.8, 52, -5
CC=Cc1ccc2n(c1=O)C[C@H]1[C@H](CO)[C@@H](C(=O)NCCc3cn(C)cn3)N(C(=O)C3CC3)[C@@H]21 (mixture of isomers)
    5, -0.8, 54, -5
C[C@@H]1CN([C@@H](C)CO)C(=O)c2cccc(NS(=O)(=O)c3ccc(F)cc3)c2O[C@@H]1CN(C)C(=O)Nc1ccccc1
    -22, -0.8, 14, 0
COC(=O)C[C@H]1C[C@H]2c3cc(NC(=O)Nc4ccccc4F)ccc3O[C@H]2[C@@H](CO)O1
    -8, -0.2, 49, -1
COc1ccc(S(=O)(=O)N2CC[C@@H]3[C@H](CO)Nc4ccc(C#Cc5cccc(OC)c5)cc4[C@@H]32)cc1
    -63, -37, ·, 48
CC(C)NC(=O)Nc1cccc2c1O[C@H](CN(C)S(=O)(=O)c1cn(C)cn1)[C@H](C)CN([C@@H](C)CO)C2=O
    13, 0.2, -55, -2
CC(=O)Nc1ccc2c(c1)C(=O)N(C)[C@@H]1CC[C@@H](CC(=O)NCc3ccc4c(c3)OCO4)O[C@@H]1CO2
    -3, -0.3, -4, 12
COc1ccc(S(=O)(=O)N(C)C[C@H]2Oc3ccc(NC(=O)Nc4ccccc4)cc3C(=O)N([C@@H](C)CO)C[C@@H]2C)cc1
    13, -0.5, 6, 3
CO[C@H]1CN(C)C(=O)c2cc(NS(=O)(=O)CC(F)(F)F)ccc2OC[C@H](C)N(C)C[C@@H]1C
    ·, -0.7, 21, 1
C[C@@H]1CN([C@@H](C)CO)C(=O)c2cc(NC(=O)Nc3ccc4c(c3)OCO4)ccc2O[C@H]1CN(C)C(=O)Nc1ccccc1
    -8, 1.3, 11, 0
C[C@@H]1CCCCO[C@@H](CN(C)C(=O)Nc2ccc(F)cc2)[C@H](C)CN([C@@H](C)CO)C(=O)c2cc(NS(=O)(=O)c3ccc(F)cc3)ccc2O1
    -9, 4.2, 90, 4
O=C(Nc1ccc(Cl)cc1)N[C@H]1CC[C@@H](CCNS(=O)(=O)c2ccccc2F)O[C@@H]1CO
    1, 2.2, -169, -3
CCCNC(=O)Nc1ccc2c(c1)OC[C@H](C)N(S(C)(=O)=O)C[C@H](C)[C@@H](OC)CN(C)C2=O
    22, 3.5, ·, -1
CCS(=O)(=O)N1CCCCN2[C@H](CO)[C@H](c3ccc(-c4cccc(C#N)c4)cc3)[C@H]2C1
    -80, -2.4, 128*, -5
Cc1noc(C)c1NC(=O)Nc1cccc2c1O[C@H](CN(C)Cc1ccccc1)[C@@H](C)CN([C@@H](C)CO)C2=O
    8, 1.2, 7, -2
CC=Cc1ccc2n(c1=O)C[C@H]1[C@H](CO)[C@@H](C(=O)NCc3ccccn3)[C@@H]2N1CC1CC1 (mixture of isomers)
    4, 1.3, 50, -3
COc1ccc(NC(=O)N[C@H]2C=C[C@H](CC(=O)NCc3ccccn3)O[C@H]2CO)cc1
    16, -1.3, -16, -4
CC(C)C#Cc1ccc2c(c1)O[C@H](CN(C)C(=O)Nc1ccccc1)[C@@H](C)CN([C@H](C)CO)S2(=O)=O
    13, -1.3, ·, -6
COc1cccc(-c2ccc([C@H]3[C@@H](CO)N4C(=O)CN(C(=O)c5ccncc5)C[C@@H]34)cc2)c1
    -1, 0.6, ·, 8
CCNC(=O)C[C@@H]1C=C[C@H](NC(=O)C2CCC2)[C@@H](CO)O1
    ·, -2.2, ·, 4
CN(C)CC#Cc1ccc([C@H]2[C@H]3CN(C(=O)c4cccnc4)CC(=O)N3[C@H]2CO)cc1
    15, 5.2, ·, -3
CCCN1[C@@H]2c3ccc(-c4ccncc4)c(=O)n3C[C@@H]2[C@@H](CO)[C@@H]1C(=O)OC
    -14, 0.0, ·, 0
C[C@H](CO)N1C[C@H](C)[C@@H](CN(C)C(=O)c2ccc(F)cc2)Oc2ncc(C3=CCCC3)cc2C1=O
    -34, 3.5, 30, -1
CCCC(=O)Nc1ccc2c(c1)C(=O)N(C)C[C@H](OC)[C@@H](C)CN(CC1CCOCC1)[C@@H](C)CO2
    ·, 2.0, 3, ·

The list goes on.
Results follow in this order: Pf Dd2 growth, GASC1 inh, Tcruzi prolif, C diff growth
CS(=O)(=O)Nc1ccc2c(c1)[C@@H]1C[C@@H](CC(=O)NCc3cccnc3)O[C@H](CO)[C@@H]1O2
    9, -1.9, 51, -1
COc1ccc(C#Cc2ccc([C@@H]3[C@@H](CO)N4C(=O)CN(C(=O)c5ccccc5)C[C@H]34)cc2)cc1
    -87*, -4.7, ·, -7
O=C(C[C@@H]1CC[C@@H]2[C@H](COC[C@H](O)CN2C(=O)Nc2ccc3c(c2)OCO3)O1)N1CCN(c2ccccc2)CC1
    3, 3.2, ·, 24&-2
Cc1cc(C(=O)Nc2cccc3c2O[C@@H](CN(C)C(=O)NC(C)C)[C@@H](C)CN([C@@H](C)CO)C3=O)n(C)n1
    18, -0.9, ·, 0
COc1ccc(-c2ccc(C3[C@@H]4CN(C(=O)c5ccc(F)cc5)C[C@H]3N4)cc2)cc1 (stereo partly drawn)
    11&-69, -2.8&-1.5, ·, 15&74
COc1ccc(S(=O)(=O)N(C)C[C@H]2Oc3ccc(NS(=O)(=O)c4c(C)noc4C)cc3CC(=O)N([C@@H](C)CO)C[C@@H]2C)cc1
    -25, -2.0, 7, 3
C[C@@H]1CN([C@@H](C)CO)C(=O)c2cc(-c3ccccc3)cnc2O[C@@H]1CN(C)C(=O)Cc1cccnc1
    23, 1.6, 24, ·

Compound profiles, as listed above:
CCC(=O)N1[C@@H](CO)[C@@H](c2ccccc2)[C@@H]1CN(CC)C(=O)c1ccccc1 across the screens: Pf Dd2 growth: -2; GASC1 inh: -1.8; Tcruzi prolif: -27; C diff growth: 7
C[C@@H]1CN([C@@H](C)CO)C(=O)c2cc(-c3ccccc3)cnc2O[C@@H]1CN(C)C(=O)Cc1cccnc1 across the screens: Pf Dd2 growth: 23; GASC1 inh: 1.6; Tcruzi prolif: 24; C diff growth: ·

Of the compounds above, 3 contain a CF3 group.
Results follow in this order: Pf Dd2 growth, GASC1 inh, Tcruzi prolif, C diff growth
C[C@@H]1CN([C@H](C)CO)C(=O)c2cc(NC(=O)Nc3cccc4ccccc34)ccc2O[C@@H]1CN(C)C(=O)Nc1ccc(C(F)(F)F)cc1
    -15, -1.6, 1, -6
COc1ccc(NC(=O)N(C)C[C@@H]2Oc3ncc(-c4cccc(C(F)(F)F)c4)cc3C(=O)N([C@H](C)CO)C[C@@H]2C)cc1
    -40, -0.2, 103*, 7
CO[C@H]1CN(C)C(=O)c2cc(NS(=O)(=O)CC(F)(F)F)ccc2OC[C@H](C)N(C)C[C@@H]1C
    ·, -0.7, 21, 1
